Diaphorase inh: inhibits diaphorase or chemically oxidizes, flagging diaphorase assay artifacts; diaphorase resazurin-to-resorufin fluorescence, NADH, 16 min; bacterial (C. kluyveri) enzyme, not human; AID 1217; inhibition, % at 20 µM; 190,000 compounds, 0.69% hits;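 active = primary screen inhibition at 20 µM above a set limit, cut at about 50% in these data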;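 note: plate controls were DMSO with full reaction for no effect and wells lacking NADH for full effect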
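Test system: diaphorase enzyme from Clostridium kluyveri; amount: diaphorase at 0.14 U/mL in enzyme working solution; detection: fluorescence of resorufin formed from resazurin, Ex 544/Em 590 nm; times: reaction incubation of 16 min at room temperature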
L major viab: Leishmania major promastigote growth inhibition; Leishmania major promastigotes, resazurin fluorescence viability; inhibition, % at 10 µM; AID 1063; 200,000 compounds, 9% hits;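 note: promastigotes grown with compound for 44 hours at 28 °C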
S1P3 antag: S1P3 (human) receptor antagonism; Q99500; CHO S1P3 NFAT-BLA reporter, FRET fluorescence, antagonist mode; inhibition, % at 4.98 µM; 170,000 compounds, 0.27% hits;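 active = inhibition above the plate cutoff, the mean inhibition of test wells on that plate plus 3 SD, cut at about 28% in these data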;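 note: cells challenged with S1P at its EC80 of 0.8 µM; blue over green emission ratio from cleaved BLA substrate after 4 h stimulation; 0% = S1P-stimulated wells and 100% = unstimulated DMSO-only wells; some compounds past the cut are filed as inactive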
Target sequence (Q99500 whole entry, looked up): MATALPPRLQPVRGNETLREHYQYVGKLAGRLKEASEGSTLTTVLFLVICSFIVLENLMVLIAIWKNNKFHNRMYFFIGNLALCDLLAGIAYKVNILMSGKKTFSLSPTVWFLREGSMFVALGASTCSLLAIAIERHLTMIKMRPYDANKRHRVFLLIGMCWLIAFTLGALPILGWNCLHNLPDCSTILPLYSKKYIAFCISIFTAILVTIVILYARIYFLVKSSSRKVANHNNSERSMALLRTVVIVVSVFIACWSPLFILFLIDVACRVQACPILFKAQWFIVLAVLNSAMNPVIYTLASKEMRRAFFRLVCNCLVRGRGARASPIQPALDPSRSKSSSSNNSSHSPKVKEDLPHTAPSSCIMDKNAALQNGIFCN
Diaphorase act: diaphorase activation or chemical reduction counter-screen; 190,000 compounds, 0.005% hits; AID 1229; activation factor at 20 µM; Diaphorase/resazurin coupled assay, resorufin fluorescence, 16 min; stronger effect = higher value; 1 = vehicle wells, 0 = NADH-free wells;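 active = diaphorase activity raised at least twofold by the compound at 20 µM; inactive = activation factor below 2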
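Material: Purified diaphorase enzyme from Clostridium kluyveri | Buffer or medium: 50 mM HEPES pH 7.4 with 4.542 mM MgCl2, 0.005% Tween 20 | Times: 16 min enzyme reaction, ambient temperature | Signal: Red resorufin fluorescence at 544/590 nm excitation/emission | Measure: Increased resorufin signal from activators or reducing compounds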
PMI activator: activators of human phosphomannose isomerase; P34949; purified human PMI, coupled resazurin fluorescence, 20 min; stronger effect = higher value; 1 = vehicle control, 0 substrate-free wells; activation factor at 20 µM; 190,000 compounds, 0.005% hits; AID 1214;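 active = activation factor of 2 or more at 20 µM, relative to plate controls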
Target sequence (P34949 whole entry, looked up): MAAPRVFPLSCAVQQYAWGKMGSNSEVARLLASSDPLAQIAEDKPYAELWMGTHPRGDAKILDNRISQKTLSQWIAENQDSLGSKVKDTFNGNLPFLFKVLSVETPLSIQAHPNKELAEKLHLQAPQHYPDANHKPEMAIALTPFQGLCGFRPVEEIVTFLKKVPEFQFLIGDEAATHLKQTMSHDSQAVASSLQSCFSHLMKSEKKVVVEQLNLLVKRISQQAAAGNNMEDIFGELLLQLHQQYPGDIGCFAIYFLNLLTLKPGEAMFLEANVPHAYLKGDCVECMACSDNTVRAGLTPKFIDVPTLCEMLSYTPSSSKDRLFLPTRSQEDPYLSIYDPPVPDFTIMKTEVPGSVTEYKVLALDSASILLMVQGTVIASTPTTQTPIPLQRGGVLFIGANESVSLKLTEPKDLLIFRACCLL
Hsp70 activator: Hsp70 transcriptional activation, primary screen | HeLa Hsp70 promoter luciferase reporter, luminescence; scaled: vehicle 0, proteasome-inhibitor control 100% | AID 1203 | activation, % at 10 µM | 200,000 compounds, 0.04% hits;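 active = activation above the mean across all tested compounds plus 3 SD, cutoff set per campaign, cut at about 5.5% in these data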;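 note: 100% = MG132 at 30 µM as the positive control and 0% = DMSO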
PMI act hi M6P: increases human PMI activity with near-saturating mannose 6-phosphate. coupled PMI enzyme assay, resazurin fluorescence, 20 min; stronger effect = higher value; 1 = untreated enzyme, 0 = substrate-free blank. activation factor at 20 µM. 190,000 compounds, 0.34% hits. AID 1216;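 active = activation factor of 2 or more at 20 µM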
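Test system: human PMI in coupled enzyme assay; Input: PMI at 15 ng/mL final; Medium: HEPES buffer, pH 7.4; Schedule: 20 min incubation at room temperature; Technique: resorufin fluorescence at Ex 544/Em 590 nm; Compound: 20 µM single dose; Probe or stimulus: Near-saturating mannose-6-phosphate, 1.0 mM.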
TLR4 MyD88 comp: blocks binding of human TLR4 to MyD88 | O00206+Q99836 | HeLa CL3-4 TLR4/MyD88 BLA complementation, FRET ratio | inhibition, % at 8.4 µM | 200,000 compounds, 0.18% hits | AID 861; in the data active = inhibition above about 25%;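 note: 0% = vehicle and 100% = reference inhibitor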
G6PDH CS: inhibits Leuconostoc G6PDH, flagging false hits in G6PDH-based assays; Purified L. mesenteroides G6PDH, diaphorase/resazurin coupled fluorescence, 45 min; inhibition, % at 5 µM; 200,000 compounds, 0.12% hits
RAM network inh: blocks the yeast RAM network; 190,000 compounds, 1.8% hits; inhibition, % at 50 µM; S. cerevisiae dse1pr::URA3 reporter, 5-FOA growth OD615, 2 d; analog-sensitive cbk1-as2 kinase mutant strain; AID 868;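 active = inhibition above a set limit, 3 SD over mean compound inhibition, cut at about 8.4% in these data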;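 note: 0% = DMSO-only wells with no growth and 100% = 10 µM 1-NA-PP1 full growth; inhibition rescues growth on 5-FOA so higher OD means more RAM inhibition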
Redox H2O2 prof: compounds producing H2O2 with reducing agent – biochemical, NIH compound library profiling, artefact control for MLSCN library redox annotation, primary screen | DTT-dependent redox cycling H2O2, phenol red/HRP absorbance; 100% = 100 µM peroxide control, 0% = buffer | activation, % at 10 µM | 200,000 compounds, 0.03% hits | AID 878;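 active = activation of at least 50% relative to the plate's high and low controls in the primary single-dose screen; inactive = activation below 50%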;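 note: compound incubated with DTT at 0.8 mM final as the reducing agent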
Active calls of the source: *; . = no result given. Cut-off read from the data, not from the text of the source, unless noted: active = inhibition above about 50%; inactive = the rest. The order is random; 12% or so of the library scored in one or more.

SMILES	Diaphorase inh	L major viab	S1P3 antag	Diaphorase act	PMI activator	Hsp70 activator	PMI act hi M6P	TLR4 MyD88 comp	G6PDH CS	RAM network inh	Redox H2O2 prof
Cc1cc(/C=C2/NC(=O)NC2=O)c(C)n1-c1ccccn1	21	-5	1	0.8	1.2	-0.4	1.1	-4	5	0.6	-0.2
COc1ccccc1N1CCN(C2CCN(C3CCC(c4ccccc4)CC3)CC2)CC1 (stereo not drawn)	15	99*	-7	0.9	1.1	-0.2	1	3	1	0.1	-0.9
Clc1ccc(C2=NCCN2)cc1	-4	1	-3	1	1	-0.3	1	5	7	0.2	-0.8
CCOC(=O)Cn1c(=O)oc2cc(S(=O)(=O)N3CCC(N4CCCCC4)CC3)ccc21	16	-13	20	0.8	1	-0.1	1	0	0	0.8	-0.8
O=C(NC(N1CCCC1)C(Cl)(Cl)Cl)c1ccccc1 (stereo not drawn)	6	-3	.	0.9	1	-0.1	1	-1	2	1.5	-7.4
Cc1ccc(C(=O)Nc2cc(C(F)(F)F)ccc2N2CCCCC2)cc1[N+](=O)[O-]	19	6	.	0.8	0.9	0.0	0.8	-3	-21	4.0	-1.1
Cc1ccc(NC2=NCC(=O)N2Cc2ccc3c(c2)OCO3)c(C)c1	12	-8	4	0.9	0.9	-0.2	0.9	-10	-24	0.3	-2.1
CCN(CC)CCN(C(=O)CCOc1ccccc1)c1nc2c(F)cc(F)cc2s1	0	1	9	1	1.2	0.1	1.2	0	5	0.6	0.2
Cc1cccc(NC(=O)c2cnc3sccn3c2=O)n1	.	2	9	.	.	-0.2	.	-2	.	.	-0.6
O=C1c2ccccc2C(=O)N1CNc1ccccc1	8	-7	-14	0.9	0.8	-0.1	0.9	9	-15	0.4	1.9
COc1cc(NC2c3ncccc3C(=O)N2Cc2ccco2)cc(OC)c1 (stereo not drawn)	9	5	9	0.9	1	-0.4	0.8	3	5	2.4	1.9
COc1ccc2cc(CCN3C(=O)c4ccccc4C3=O)c(=O)[nH]c2c1	3	-10	9	1	1.1	-0.3	1.1	3	8	4.8	0.6
CC(C)COC(=O)c1nnsc1NC(=O)Nc1ccccc1	10	-1	-1	0.9	1	-0.3	1	0	3	3.0	1.6
CC(C)Oc1ccc(C(=O)Nc2ccc(Cl)c(S(=O)(=O)Nc3ccc(Cl)cc3)c2)cc1	17	22	-1	0.8	0.9	-0.4	0.9	-13	3	6.5	-0.6
Clc1cccc(Cl)c1NC1=NCCC1	6	0	.	0.9	1.1	0.2	1	6	4	-0.3	0.2
CNc1nn(-c2cccc(Cl)c2)nc1N	19	29	-14	0.8	0.7	0.0	0.7	-19	10	-0.7	0.8
CC(=O)N(C(C)=O)c1cccc2c(N(C(C)=O)C(C)=O)cccc12	6	-3	10	0.9	0.8	-0.1	0.9	-17	4	1.3	3.6
CC(=O)NC1=NN(C(C)=O)C(C)(c2cccnc2)S1 (stereo not drawn)	4	-6	-10	1	1	-0.1	1	0	6	1.8	-0.4
Cc1noc(C)c1CSc1nnc(-c2cc(Cl)ccc2Cl)n1N	19	-3	.	0.8	1	-0.1	0.9	1	7	2.5	1.0
COc1ccc(CNC(=O)CN2C(=O)CC(c3ccccc3)=Nc3ccccc32)cc1	24	-5	14	0.8	0.9	-0.2	0.9	-14	9	1.2	-0.2
CC(C)(C)c1nnc(NC(=S)Nc2ccccc2)s1	8	2	-4	0.9	1	0.0	0.9	5	7	3.1	0.0
O=C(O)c1cnn(-c2ccccc2)c1-c1ccccc1	9	-5	.	0.9	1	-0.2	1	-1	0	0.1	0.2
CCn1c(SCc2ccc(C)cc2)nnc1-c1cnccn1	10	1	-4	0.9	1	-0.3	1	-10	4	-1.1	-0.3
c1ccc(Cn2nnc3c(Nc4ccc5c(c4)OCO5)nc(C4CC4)nc32)cc1	11	6	10	0.9	0.9	-0.2	0.9	8	3	2.6	-2.7
Cc1cc(C)nc(SCc2nnc(SCc3ccc([N+](=O)[O-])cc3)n2Cc2ccco2)n1	27	-1	-9	0.7	0.8	-0.3	0.9	7	0	-0.3	-0.6
Following part
SMILES	Diaphorase inh	L major viab	S1P3 antag	Diaphorase act	PMI activator	Hsp70 activator	PMI act hi M6P	TLR4 MyD88 comp	G6PDH CS	RAM network inh	Redox H2O2 prof
Cc1cc(C)cc(-n2c(SCC(=O)NCc3ccc4c(c3)OCO4)nc3ccccc3c2=O)c1	15	15	-26	0.9	0.9	-0.4	1	-2	-9	1.6	0.2
CCOc1ccc(N(CC(=O)NC(C)CC)S(C)(=O)=O)cc1 (stereo not drawn)	13	-3	.	0.9	0.9	-0.5	0.9	-11	8	0.2	-0.1
N=c1ccn(Cc2cccc(Cl)c2)cc1	0	-5	4	1	1	-0.2	1	4	4	0.7	1.9
Cc1ccccc1N1CCN(C(=O)CN2C(=O)c3ccccc3C2=O)CC1	14	-7	-51	0.9	0.8	-0.4	0.9	15	-5	0.9	-0.9
O=C(NCc1ccco1)c1ccc(CNc2c(N3CCCCC3)c(=O)c2=O)cc1	5	-5	-14	0.9	1	-0.1	1.1	1	11	1.0	0.7
COc1cccc(-c2nc3cc(C)ccc3o2)c1	-23	-5	.	1.2	1.1	-0.2	1.2	19	9	2.4	-0.5
COc1cc2c(cc1OC)-c1cc(NC3CCCCC3)nc(=O)n1CC2	5	10	24	0.9	1.1	-0.3	1.1	0	13	0.0	-1.0
O=C(/C=C/c1ccccc1)NCCC1=CCCCC1	8	-5	0	0.9	0.9	-0.1	1	-10	-10	-0.2	0.2
N#CC1=C2SCCN2C(=O)C(C#N)C12CCCCC2 (stereo not drawn)	11	-6	-3	0.9	1	1.3	1	13	3	0.5	-1.0
CCn1ncc(Cl)c1C(=O)Nc1ccncc1	-18	-1	14	1.2	1.1	-0.2	1.1	3	7	0.8	0.2
COc1ccc2c(c1OC)C(=O)N(C(C)C(=O)O)C2=O (stereo not drawn)	3	-9	-16	1	1	0.1	1.1	-5	6	1.5	7.5
O=C(CSc1nnc(-c2cccnc2)n1Cc1ccco1)N1c2ccccc2Sc2ccccc21	12	48	91*	0.9	0.9	0.2	1	1	-1	4.2	0.5
COc1cccc(CNC(=O)CN(C)S(=O)(=O)c2cnc[nH]2)c1	8	-7	18	0.9	1	-0.3	1	-3	3	3.1	1.0
O=C(NC1=NCCS1)c1cc(-c2ccc(F)cc2)nc2ccccc12	25	7	5	0.8	0.8	-0.4	0.9	10	-8	-0.7	-0.5
COc1ccc(CN(C(=O)c2cc3ccccc3oc2=O)C2CCCC2)cc1	13	46	.	0.9	0.9	-0.2	1	-9	12	0.4	-0.2
COc1ccc2c(=O)c3c(=O)n(-c4ccccc4)c(-c4ccco4)nc3oc2c1	37	-1	13	0.6	0.9	0.5	0.9	2	-2	4.0	0.1
O=C(NCc1ccccc1C(F)(F)F)C12CN(Cc3ccccc3)CC1C(c1ccc([N+](=O)[O-])cc1)=NO2 (stereo not drawn)	1	34	.	1	1	-0.3	1.1	-5	21	2.6	-2.7
NC(=O)NC(Cc1ccccc1)C(=O)NCC1(N2CCCCC2)CCCCC1 (stereo not drawn)	8	-8	-23	0.9	1.1	0.0	1.1	0	13	0.3	1.1
O=C(Nc1ccc2c(c1)OCO2)C1CCN(S(=O)(=O)c2cccc3cccnc23)CC1	15	4	12	0.9	0.9	-0.3	0.9	2	7	4.9	-0.1
Cc1c(NC(=O)COC(=O)C2(c3ccccc3F)CCCC2)c(=O)n(-c2ccccc2)n1C	15	-6	-3	0.9	0.8	-0.2	1	3	-4	2.1	-0.2
CCC(C)NC(=O)c1c(F)c(F)c(F)c(F)c1F (stereo not drawn)	-13	-5	.	1.1	1.2	0.0	1.1	9	-5	2.0	-0.7
S=c1[nH]c2ccc(Cl)cc2[nH]1	17	-11	-3	0.8	0.5	-0.2	0.7	-2	6	1.5	-0.5
CCSc1nc2c(c(=O)n1CC)SC(C)C2 (stereo not drawn)	14	-7	10	0.9	0.9	-0.3	1	3	3	-0.1	-2.7
Cc1ccc(C)c(OCc2nnc(SCC(=O)NCc3ccc4c(c3)OCO4)o2)c1	11	-2	14	0.9	0.9	-0.3	1	10	0	2.9	-1.1
CC1(C)OC2OC(COC(=O)c3ccccc3)C3OC(C)(C)OC3C2O1 (stereo not drawn)	7	23	8	0.9	1	-0.3	1.1	-4	-9	1.7	-0.2
Following part.
SMILES	Diaphorase inh	L major viab	S1P3 antag	Diaphorase act	PMI activator	Hsp70 activator	PMI act hi M6P	TLR4 MyD88 comp	G6PDH CS	RAM network inh	Redox H2O2 prof
COc1ccc(CNC(=O)c2cccc(N3CCCC3=O)c2)cc1	-3	1	-6	1	1.1	0.1	1.1	7	4	2.2	0.4
CCc1nnc(N2C(=O)c3ccc(Oc4ccc([N+](=O)[O-])cc4)cc3C2=O)s1	17	-8	-13	0.8	1	-0.2	1	-12	-7	1.4	0.2
CCn1c(=S)sc2c(=O)n(-c3ccccc3)c(SC)nc21	26	87*	.	0.7	0.9	0.1	0.9	6	8	3.4	0.1
COc1ccc(C(=O)CSc2nnc(Cn3cnc4ccccc43)o2)cc1	12	1	-8	0.9	1	-0.1	1	-20	5	0.9	-0.3
O=C(NCCN1CCOCC1)C(=O)NCc1ccco1	3	-3	-19	1	1	-0.2	1	10	-3	1.7	-0.3
COc1cccc(C(=O)N2CCCC(c3nc(-c4cccs4)no3)C2)c1 (stereo not drawn)	21	-7	-6	0.8	0.9	-0.2	0.9	-2	-15	0.7	1.2
Clc1ccc(-n2ncc3c(N4CCCCCC4)ncnc32)cc1	21	-4	-42	0.8	0.9	-0.3	0.9	11	-23	2.9	-1.1
CCCCC(=O)Nc1ccccc1Oc1ccccc1	-8	20	-8	1.1	1	0.0	1.1	-15	0	1.0	-1.6
CC(C)Sc1nc(N2CCOCC2)c2c(c1C#N)CC(C)(C)SC2	22	3	19	0.8	0.9	-0.2	0.9	-5	9	6.4	-2.4
